GC-A act: GC-A stimulated cGMP production enhancers – HEK293 GC-A cells, cGMP TR-FRET, EC30 ANP, primary screen. 0% at EC30 ANP, 100% saturating ANP. Atrial natriuretic peptide receptor 1 (Homo sapiens), P16066. activation, % at 10 µM. actives 0.14% (n = 370,000); in the data active = activation above about 40%
ssDAF-12 act: S. stercoralis DAF-12 nuclear receptor activators, primary screen, cell-based, luminescence, HEK293, GRIP1 co-expression, lit1-tk-luc; Nuclear hormone receptor DAF-12 (Strongyloides stercoralis); HEK293 ssDAF-12/GRIP1 lit1-tk-luc reporter; % of 3 µM dafachronic acid response; activation, % at 6.8 µM; actives 1% (n = 370,000);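 active = activation above the mean over all tested compounds plus 3 SD, cut at about 0.9% in these data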;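 also: 0% = DMSO-only wells and 100% = 3 µM delta7-dafachronic acid wells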
DAX1 inh-1: DAX1 (NR0B1) inhibitors on StAR promoter, primary screen, cell-based, luminescence, SF-1 (NR5A1), full-length DAX-1; actives 1.1% (n = 370,000); HEK293T StAR-luciferase reporter, SF-1/DAX-1 repression relief; inhibition, % at 6.8 µM; AID 652010, 2013;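 active = inhibition above the mean over all tested compounds plus 3 SD, cut at about 3.6% in these data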;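 also: 0% = DAX-1 cells with DMSO and 100% = cells lacking DAX-1 with DMSO; higher inhibition means more luminescence from relief of DAX-1 repression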
SMARCA2 act: SMARCA2 (BRM) function activators, primary screen, cell-based, luminescence, high throughput; MG213 cells, MMTV-luciferase reporter, dexamethasone, overnight; AID 652017, 2013; activation, % at 9.1 µM; actives 1% (n = 370,000); in the data active = activation above about 7.8%;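 also: 0% = vehicle wells and 100% = reference activator wells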
GC-B act: human GC-B receptor activators, primary screen, HEK293 GC-B cells, cGMP TR-FRET, EC30 CNP; Atrial natriuretic peptide receptor 2 (Homo sapiens), P20594; actives 0.11% (n = 370,000); AID 1920062, 2024; activation, % at 10 µM; 0% at EC30 CNP, 100% saturating CNP;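 active = activation at 10 µM reaching about 35% in either raw or pattern-adjusted values, limit read from the data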
ADAM10 inh: human ADAM10 inhibitors, primary screen, biochemical, QFRET, HTS. AID 720582, 2013. recombinant ADAM10, EDANS/DABCYL FRET peptide cleavage, 3 h. actives 0.62% (n = 370,000). inhibition, % at 7 µM. Disintegrin and metalloproteinase domain-containing protein 10 (Homo sapiens), O14672;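 active = inhibition above a per-campaign cutoff equal to the mean of compounds falling between control-based bounds plus 3 SD, cut at about 20% in these data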;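 also: 0% = DMSO wells while the 100% control is not disclosed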
Target sequence (O14672 214-748 limits assumed): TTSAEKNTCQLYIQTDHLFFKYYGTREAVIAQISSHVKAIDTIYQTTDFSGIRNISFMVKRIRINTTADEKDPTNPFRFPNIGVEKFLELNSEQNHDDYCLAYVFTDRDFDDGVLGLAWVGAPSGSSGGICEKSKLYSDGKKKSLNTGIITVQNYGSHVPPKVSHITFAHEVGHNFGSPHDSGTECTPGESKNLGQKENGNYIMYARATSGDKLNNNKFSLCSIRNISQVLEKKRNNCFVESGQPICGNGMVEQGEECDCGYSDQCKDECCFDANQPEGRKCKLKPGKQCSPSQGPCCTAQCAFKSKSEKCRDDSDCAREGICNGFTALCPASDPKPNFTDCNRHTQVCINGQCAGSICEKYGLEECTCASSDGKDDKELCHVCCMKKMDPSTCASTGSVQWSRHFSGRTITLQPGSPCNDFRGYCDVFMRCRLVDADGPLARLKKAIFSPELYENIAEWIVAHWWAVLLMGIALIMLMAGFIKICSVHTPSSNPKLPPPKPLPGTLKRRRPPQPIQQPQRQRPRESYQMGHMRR
DAX1 inh-2: DAX1 (NR0B1) inhibitors, primary screen, cell-based, HEK293, Gal4-DAX1, luciferase luminescence; actives 0.99% (n = 340,000); AID 504766, 2011; inhibition, % at 6.75 µM; HEK293 Gal4-DAX1 luciferase reporter;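 active = inhibition above the mean over all tested compounds plus 3 SD, cut at about 4.2% in these data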;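 also: 0% = DAX1-transfected cells with DMSO and 100% = empty-vector control cells with DMSO; inhibition shows as a rise in luminescence from relieved DAX1 repression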
FXN GAA850 act: FXN promoter activators, primary screen, cell-based, luciferase luminescence, HEK293 lucGAA850; HEK293 lucGAA850 FXN promoter luciferase reporter, 24 h; percent of 10 µM SAHA response; activation, % at 6 µM; actives 0.56% (n = 360,000);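 active = activation above the average of all compounds screened plus 3 SD, cutoff fixed separately per campaign, cut at about 7.5% in these data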;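 also: 0% = DMSO wells and 100% = 10 µM SAHA wells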
sPLA2-III inh: human group III sPLA2 inhibitors, primary screen, biochemical, QFRET, BODIPY PC-A2 liposome substrate; QFRET BODIPY PC-A2 liposome hydrolysis, fluorescence; Group 3 secretory phospholipase A2 (Homo sapiens), Q9NZ20; inhibition, % at 12.2 µM; actives 0.56% (n = 370,000);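 active = inhibition above mean plus 3 SD of compounds lying within the high and low control bounds, cut at about 19% in these data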;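 also: 0% = median of test compound wells and 100% = no enzyme DMSO wells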
Target sequence (Q9NZ20 whole entry, looked up): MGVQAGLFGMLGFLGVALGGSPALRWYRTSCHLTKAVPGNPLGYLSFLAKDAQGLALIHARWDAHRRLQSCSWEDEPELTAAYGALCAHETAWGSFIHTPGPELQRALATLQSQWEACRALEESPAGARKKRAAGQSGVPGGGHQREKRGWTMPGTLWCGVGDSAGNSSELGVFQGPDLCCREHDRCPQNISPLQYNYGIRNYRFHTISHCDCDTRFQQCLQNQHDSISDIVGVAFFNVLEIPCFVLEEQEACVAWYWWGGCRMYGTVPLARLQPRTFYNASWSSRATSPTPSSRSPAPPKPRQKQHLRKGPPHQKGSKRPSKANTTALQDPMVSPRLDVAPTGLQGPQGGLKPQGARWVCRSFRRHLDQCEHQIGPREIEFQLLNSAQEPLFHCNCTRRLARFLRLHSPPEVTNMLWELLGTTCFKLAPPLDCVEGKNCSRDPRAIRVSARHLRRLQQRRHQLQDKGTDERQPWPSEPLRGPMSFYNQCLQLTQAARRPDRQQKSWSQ
hcDAF-12 act: H. contortus DAF-12 nuclear receptor activators, primary screen, cell-based, luminescence, HEK293, lit1-tk-luc reporter; HEK293 hcDAF-12 lit1-tk-luc reporter; 0% DMSO, 100% Δ7-dafachronic acid; activation, % at 6.8 µM; actives 1.4% (n = 370,000);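 active = activation above the mean of all tested compounds plus 3 SD, cut at about 5.5% in these data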;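 also: 100% = response to 3 µM Δ7-dafachronic acid high control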
hgDAF-12 ag: H. glycines DAF-12 receptor agonists, primary screen, cell-based, luminescence, HEK293, GAL4 fusion, UAS-luciferase | HEK293 GAL4-hgDAF12 UAS-luciferase reporter, agonist luminescence; normalized to butyrate control | activation, % at 6.8 µM | AID 687014, 2013 | Nuclear hormone receptor DAF-12 (Heterodera glycines), GAL4 fusion | actives 1.8% (n = 370,000);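 active = activation above a cutoff set at the mean of all screened compounds plus 3 SD, cut at about 10% in these data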;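 also: 0% = DMSO wells and 100% = sodium butyrate wells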
* marks the source's active call; other numbers are inactive results; · = no result given.

SMILES | GC-A act | ssDAF-12 act | DAX1 inh-1 | SMARCA2 act | GC-B act | ADAM10 inh | DAX1 inh-2 | FXN GAA850 act | sPLA2-III inh | hcDAF-12 act | hgDAF-12 ag
COc1ccc(CN2CCN(C(=O)c3cccc4ccccc34)CC2)cc1Br | -8 | -1.5 | -0.5 | -1 | 0 | 3 | -0.7 | 1.5 | -15 | -3.0 | 1.4
O=C(C1=NN[C@@H]2C(=O)N(c3cccc(F)c3)C(=O)[C@H]12)c1ccc2ccccc2n1 | 8 | 0.7 | 1.8 | -2 | -3 | -3 | 0.3 | 0.5 | -16 | 9.0* | 2.8
O=C(CCSc1nc(-c2ccco2)cc(C(F)(F)F)n1)NCCN1CCOCC1 | 3 | -1.4 | 0.9 | -4 | 0 | -5 | 2.4 | 0.9 | 3 | -1.4 | -2.7
COC(=O)c1ccc(N=Nc2c(C)[nH]n(-c3ccccc3)c2=O)cc1 | -1 | -0.1 | -0.2 | -2 | 6 | 6 | -0.8 | 0.9 | -2 | -1.4 | -1.6
CC1CCN(S(=O)(=O)c2ccc(NC(=O)c3ccccc3F)cc2)CC1 | -1 | -1.3 | -1.1 | -4 | 9 | -5 | -0.5 | -0.3 | -13 | -3.4 | 0.4
COc1ccc(Cn2nnnc2C(c2ccc(F)cc2)N2CCN(C3CCCC3)CC2)cc1 (centres undefined) | -1 | -0.9 | -0.3 | 1 | -2 | 0 | 0.1 | -0.8 | -3 | -0.4 | 0.1
C=CCN1N=C(/C=C/c2ccc(C)cc2)CCC1=O | 3 | -0.6 | 0.9 | 2 | -1 | -9 | 0.3 | 6.7 | 1 | 1.1 | 7.1
COc1ccc(CCC(=O)NNC(=O)Nc2ccccc2Cl)cc1 | 1 | -0.8 | 0.8 | 1 | 4 | 13 | -0.2 | 1.4 | -7 | -0.7 | 0.2
Cc1cccc(OCCCC(=O)NNC(=O)c2cccc(N(C)C)c2)c1 | 2 | -0.7 | 0.0 | 3 | 6 | -6 | -1.7 | 1.6 | -2 | 5.2 | 4.4
COc1cccc(N2CCN(C(=O)CCSCc3ccccc3F)CC2)c1 | 4 | -1.1 | 2.0 | -4 | 0 | 9 | -1.0 | -0.2 | -1 | -1.5 | -1.8
CCC(Oc1ccccc1)C(=O)Nc1ccc(S(=O)(=O)Nc2ncccn2)cc1 (centres undefined) | -3 | -0.8 | 0.1 | -1 | -1 | -2 | 0.5 | -1.5 | -6 | 1.2 | -1.4
S=c1[nH]nc(COc2ccccc2)n1/N=C/c1ccncc1 | -4 | -1.9 | -0.2 | 4 | -12 | -8 | 1.1 | 0.9 | -1 | -0.5 | 1.2
COc1ccccc1OCCNS(=O)(=O)c1ccc2oc3ccccc3c2c1 | -2 | -1.3 | 0.2 | -3 | -4 | 6 | -0.1 | 0.9 | -31 | -1.1 | -2.0
COc1cccc(-c2nc(CS(=O)CC(=O)NCc3ccc4c(c3)OCO4)c(C)o2)c1 (centres undefined) | -1 | -1.3 | -0.4 | -1 | 1 | -1 | 0.3 | 0.2 | -8 | -0.2 | -0.4
COc1ccc(CCNC(=O)CSCC(=O)Nc2cc(S(C)(=O)=O)ccc2Cl)cc1 | -3 | -1.4 | -1.0 | 0 | -6 | -5 | -0.1 | 1.8 | 5 | -1.2 | 2.3
COc1ccc(C/C(N)=N/OC(=O)COc2ccccc2C)cc1 | -1 | -1.1 | -1.0 | 2 | -3 | 15 | 0.1 | 0.9 | 4 | -1.2 | 0.6
N#C/C(=C/c1ccc(N2CCCCC2)cc1)c1cccc(F)c1 | -3 | -0.9 | 1.0 | 3 | 2 | 2 | 0.2 | 3.3 | 2 | 8.8* | 6.6
N#CC1=C(N)NC(SCc2ccccc2)=C(C#N)C12CCCC2 | -4 | -2.1 | -0.3 | -2 | -2 | -2 | 0.0 | 2.6 | -12 | -1.0 | -1.6
CCN(CC(=O)NC1CCS(=O)(=O)C1)c1ccc([N+](=O)[O-])cc1C#N (centres undefined) | 4 | -1.3 | -1.2 | -3 | 5 | -3 | -0.5 | 0.3 | 5 | -1.1 | -1.1
Cc1ccc(S(=O)(=O)N(C)c2ccc(C(=O)O)cc2)cc1 | 0 | -0.6 | 0.0 | -2 | -3 | -3 | 0.6 | 2.2 | -3 | 0.0 | 1.5
COc1ccc(NC(=O)CCC(=O)Nc2cc(OC)c(NC(=O)c3ccco3)cc2OC)c(OC)c1 | -11 | -1.1 | -0.3 | 0 | -2 | 3 | -1.7 | -0.2 | -3 | -2.5 | -0.2
CC1C(=O)CCN(C(C)C)C1C (centres undefined) | 0 | -0.9 | -0.1 | -3 | -1 | -1 | -0.3 | 1.8 | 7 | 1.2 | 2.1
CCN(CC)c1ncnc2c1ncn2[C@H]1CN(Cc2ccc(OC)cc2)C[C@@H](CO)O1 | -1 | -1.1 | -0.5 | -6 | 5 | -3 | · | 1.0 | 4 | -2.1 | -1.5
COc1cccc(-n2cc3c(=O)n(C)c(=O)n(C)c3c2)c1 | 3 | -1.2 | -0.4 | 2 | -6 | -7 | 0.4 | 4.8 | 2 | 0.2 | 1.8
Cc1cccc(CNC(=O)C(C)n2nc(C)c3c(C)n(-c4ccccc4)nc3c2=O)c1 (centres undefined) | -3 | -1.3 | -2.0 | 0 | -5 | -2 | 0.4 | -0.6 | -1 | -2.5 | -0.9
CN1C2C=C(N(CCc3ccccc3)C(=O)c3ccc(Cl)cc3)CC1CC2 (centres undefined) | -34 | -0.9 | -0.6 | -3 | -13 | 0 | 0.8 | -0.6 | -2 | 0.5 | -1.2
Cc1ccc([C@H]2C(C(=O)O)=CC[C@@H](c3ccc(C)cc3)N2S(=O)(=O)c2ccc(C)cc2)cc1 | 0 | -1.2 | -0.1 | -6 | 3 | -1 | -1.0 | 0.3 | -25 | -0.2 | 0.3
OCCNc1ncnc2c1nnn2Cc1ccccc1Cl | 1 | -0.7 | -0.4 | -4 | 4 | 4 | -1.0 | 2.5 | 7 | -1.2 | -0.9
CSc1n[nH]c(-c2cccs2)n1 | 2 | -1.1 | -0.4 | 1 | 4 | 3 | · | · | -1 | -1.2 | -4.4
Cc1cc(C(=O)Nc2cccc3ncccc23)no1 | 5 | -1.8 | -0.9 | -3 | -5 | -5 | 1.0 | -3.7 | 2 | -0.2 | -0.2
Cc1ccc(Sc2ccc(NC(=O)c3ccc(S(C)(=O)=O)cc3Cl)cc2)cc1 | -3 | -1.0 | -0.1 | 2 | 9 | 0 | 0.4 | -1.8 | 2 | -1.6 | -3.6
Cc1ccc(NC(=O)CN(C)C(=O)C(c2ccccc2)c2ccccc2)cc1 | 2 | -1.1 | -0.7 | -2 | 5 | -2 | 0.7 | -0.1 | -10 | -1.4 | -1.8
CC(=O)Oc1ccc2ccccc2c1C(NC(=O)Cc1ccccc1)c1ccc(Cl)cc1 (centres undefined) | -8 | -1.7 | -0.8 | -6 | -10 | 22* | -0.7 | -4.2 | -18 | 0.2 | 0.0
Cc1cccnc1NC(=O)C1CCN(S(=O)(=O)c2c(C)noc2/C=C/c2ccco2)CC1 | -1 | -1.2 | 0.5 | 0 | -2 | 4 | -1.2 | 0.3 | -14 | -2.5 | -0.2
Cc1cc(NC(=O)CSc2ccccn2)no1 | 2 | -1.1 | -0.2 | -1 | -3 | -3 | 1.4 | 1.2 | 0 | -0.4 | 0.9
CCOC(=O)c1cn[nH]c1NC(=S)Nc1ccccc1 | 8 | 0.6 | 4.4* | 4 | 7 | 8 | 6.2* | 4.7 | 13 | 7.6* | 15*
Cc1[nH]n(-c2ccccc2)c(=O)c1C=Nc1ccc(S(=O)(=O)NC(N)=O)cc1 | 3 | -0.6 | -0.3 | 0 | -2 | 7 | -2.2 | -0.6 | 9 | -0.4 | -3.2
COc1ccc(S(=O)(=O)NC(CC(=O)NCc2ccco2)c2ccco2)cc1 (centres undefined) | 1 | -1.2 | -0.1 | 0 | 1 | 14 | -0.2 | -1.1 | 0 | -0.4 | -0.8
Cc1cccc(/C=C/c2onc(C)c2S(=O)(=O)N2CCC(C(=O)NC(C)(C)C)CC2)c1 | 0 | -0.7 | -0.2 | -1 | -3 | 1 | -0.2 | 0.9 | -7 | 0.1 | -0.3
COc1ccc(C(=O)C2CCCN(S(=O)(=O)c3ccc(C(C)=O)cc3)C2)c(C)c1 (centres undefined) | -1 | -1.9 | -5.6 | -3 | 1 | 1 | -1.0 | 0.2 | -13 | -1.0 | -5.0
CCOC(=O)Cc1csc(NC(=O)c2ccc(Br)cc2)n1 | 12 | -1.7 | -0.3 | -2 | -1 | 3 | -0.6 | 0.4 | -2 | -1.6 | 3.7
Cc1ccc(-n2c(=S)[nH]c3sc4c(c3c2=O)CCC4)cc1 | 19 | 0.4 | 0.6 | 0 | -6 | -3 | 2.2 | 0.8 | 9 | 3.7 | 0.4
COc1cc2cc(C(C)(C)O)oc(=O)c2cc1OC | 0 | -1.6 | -0.2 | 2 | 2 | -6 | -0.1 | 3.3 | 1 | 1.6 | 1.0
Cc1ccc(NC(=O)CCCNC(=O)c2ccc(Cl)cc2)c(O)c1 | 2 | 0.8 | 5.3* | 1 | -4 | 9 | 0.2 | 2.5 | -6 | 6.4* | 7.6
Cc1ccc(S(=O)(=O)N2CCCc3nc(-c4ccccc4)ccc32)cc1 | 2 | -1.1 | -0.9 | -1 | 2 | 4 | · | · | -3 | -0.5 | 0.9
CC(C)(C)c1ccc(C(=O)NNC(=O)CCc2ccccc2)cc1 | -4 | -0.4 | -0.1 | -3 | 4 | -2 | · | 0.2 | -29 | -0.1 | 0.5
CC(C)CCN1C(=O)COc2ccccc2C1c1nnnn1-c1ccc2c(c1)OCCO2 (centres undefined) | -6 | -1.0 | -0.2 | 0 | 1 | -2 | · | · | -6 | -2.0 | 1.5
CCn1c(CCCOc2ccc(Cl)cc2Cl)nnc1SCC(=O)Nc1cccc(F)c1 | -5 | -1.0 | -0.2 | 5 | -7 | 0 | 0.9 | 0.5 | 4 | -0.9 | 0.2
COc1ccc(CNc2ccccc2)cc1Br | 2 | -0.4 | -1.0 | -2 | 2 | 3 | 0.6 | -1.1 | -2 | -1.6 | 3.0

Screens deposited in PubChem by several laboratories.
